S100A4 MyoIIA: blocks human S100A4 binding to myosin IIA peptide | actives 0.14% (n = 360,000) | S100A4/TAMRA-MyoIIA peptide fluorescence polarization | inhibition, % at 10.7 µM | P26447;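 active = mean inhibition of at least 70% across replicates, with every replicate also reaching that level; inconclusive = mean inhibition reaches 70% but some replicates fall short; inactive = mean inhibition below 70%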
Target sequence (P26447 whole entry, looked up): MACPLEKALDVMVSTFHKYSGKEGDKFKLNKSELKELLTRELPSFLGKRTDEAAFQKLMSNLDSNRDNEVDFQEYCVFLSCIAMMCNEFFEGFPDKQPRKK
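assay system = human S100A4 monomer with TAMRA-labelled myosin IIA peptide | also added = labelled myosin peptide probe, 5 nM | incubation = 5 min between mix addition and reading | control set = DMSO and TFP controls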
ERp5 block: blocks human ERp5 reductase activity on insulin | actives 0.05% (n = 350,000) | AID 651711 | inhibition, % at 9.99 µM | ERp5 insulin aggregation, absorbance 650 nm, 90 min | Q15084;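 active = mean replicate inhibition above about 25%, with every replicate also reaching it, limit read from the data, passing the limit was not always enough; inconclusive = only one of those two criteria met; inactive = neither criterion met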
DENV2 CPE: protects cells from dengue virus 2 cytopathic effect; CPE inhibition, % at 9.99 µM; actives 1.7% (n = 350,000); DENV2-infected cells, cytopathic effect rescue, plate reader; AID 651640; in the data active = CPE inhibition above about 20%, passing the limit was not always enough; inconclusive = no clear call, values can overlap the other calls; tested in BHK-21 cells;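 also: 0% = median of neutral control wells and 100% = median of positive control wells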
SIRT5 block: blocks human SIRT5 desuccinylation of peptide. inhibition, % at 15 µM. actives 1.1% (n = 330,000). Purified SirT5, succinyl-peptide AMC, trypsin-coupled fluorescence; in the data active = inhibition above about 15%; inconclusive = no clear call, values can overlap the other calls
Target sequence (Q9NXA8 whole entry, looked up): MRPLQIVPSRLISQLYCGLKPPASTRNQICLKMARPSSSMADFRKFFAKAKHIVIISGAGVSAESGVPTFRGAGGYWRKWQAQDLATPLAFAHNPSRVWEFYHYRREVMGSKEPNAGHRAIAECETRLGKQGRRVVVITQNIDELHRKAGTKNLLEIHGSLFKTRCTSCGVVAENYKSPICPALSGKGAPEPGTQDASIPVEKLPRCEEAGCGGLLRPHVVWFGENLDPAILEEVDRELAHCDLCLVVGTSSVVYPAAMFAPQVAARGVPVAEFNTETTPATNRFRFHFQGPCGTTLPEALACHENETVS
PglD inh: PglD (C. jejuni) enzyme inhibition | actives 0.098% (n = 360,000) | inhibition, % at 12.5 µM | AID 602405 | purified PglD enzyme, DTNB colorimetric CoA detection; in the data active = inhibition above about 16%, passing the limit was not always enough; inconclusive = no clear call, values can overlap the other calls; also: strong numbers were not always called active
E-sel inducer: E-selectin induction on HUVECs; P16581; HUVEC E-selectin immunofluorescence imaging; normalized: neutral wells 0, TNF-alpha wells 100; activation, % at 7.58 µM; actives 0.37% (n = 260,000); AID 686992;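 active = mean E-selectin-positive cell signal at least 10% of the positive control, reached in at least 60% of replicates, without over 20% cell loss; inconclusive = no rule given, readout overlaps actives, possibly toxicity-flagged; inactive = the rest, including those meeting only one limit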;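 also: in these data hits start at about 27%; measured in HUVEC primary endothelial cells; signal is the percent of cells scored E-selectin positive by PE staining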
Target sequence (P16581 whole entry, looked up): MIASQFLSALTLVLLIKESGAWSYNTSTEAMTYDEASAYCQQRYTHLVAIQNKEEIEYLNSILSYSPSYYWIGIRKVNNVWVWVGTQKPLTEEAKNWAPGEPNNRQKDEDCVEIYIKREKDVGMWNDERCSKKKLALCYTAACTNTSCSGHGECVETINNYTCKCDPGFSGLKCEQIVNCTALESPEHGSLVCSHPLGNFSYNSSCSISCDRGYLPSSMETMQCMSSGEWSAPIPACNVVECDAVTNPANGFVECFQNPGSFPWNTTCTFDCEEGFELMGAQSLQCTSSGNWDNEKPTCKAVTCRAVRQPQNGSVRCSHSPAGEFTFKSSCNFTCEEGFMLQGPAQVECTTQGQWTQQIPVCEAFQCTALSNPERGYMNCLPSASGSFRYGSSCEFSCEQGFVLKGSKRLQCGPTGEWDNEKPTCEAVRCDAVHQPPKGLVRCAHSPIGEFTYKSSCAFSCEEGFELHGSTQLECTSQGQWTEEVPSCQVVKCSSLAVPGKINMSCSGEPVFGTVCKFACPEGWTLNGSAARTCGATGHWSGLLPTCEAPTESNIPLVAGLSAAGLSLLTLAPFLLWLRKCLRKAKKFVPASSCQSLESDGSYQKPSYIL
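System: HUVEC / Compound: single concentration / Signal: immunofluorescence imaging / Read-out: percent E-selectin-positive cells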
C2C12 statin: protects C2C12 myotubes from simvastatin toxicity | ATP luminescence, 48 h; scaled: DMSO 0, geranylgeraniol control 100 | rescue of ATP level, % at 7.49 µM | actives 0.78% (n = 330,000) | AID 602340;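 active = mean ATP rescue above about 67%, or every replicate alone reaching that limit, limit read from the data, passing the limit was not always enough; inconclusive = no clear call, values can overlap the other calls; inactive = mean under the limit and some replicate under it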;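 also: myotubes were challenged with 10 µM simvastatin during compound exposure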
Numbers without * were called inactive; ? = inconclusive; · = no result given; & = joins results of further samples. The list is partial; the hit share may differ from the screen's.

Assay codes: A = S100A4 MyoIIA; B = ERp5 block; C = DENV2 CPE; D = SIRT5 block; E = PglD inh; F = E-sel inducer; G = C2C12 statin
[1] NC(=O)c1ccc[n+](CC(=O)NCc2ccc(Cl)cc2)c1
  A: -9 | B: -1 | C: -3 | D: -3 | E: 0 | F: 0.1 | G: 13
[2] COc1ccc(C(=O)N2C[C@@H]3[C@H](c4ccccc42)[C@@H](CO)N3C(=O)c2ccc(F)cc2)cc1
  A: 4 | B: 2 | C: -9 | D: -1 | E: -4 | F: -0.2 | G: 4
[3] COc1ccc(CCNCC(=O)Nc2ccc(C(=O)N3CCCCC3)cc2)cc1
  A: -2 | B: 4 | C: -2 | D: -4 | E: 1 | F: · | G: 13
[4] C[C@@H]1CCCCO[C@@H](CN(C)C(=O)Nc2ccc3c(c2)OCO3)[C@H](C)CN([C@H](C)CO)C(=O)c2cc(NC(=O)NC3CCCCC3)ccc2O1
  A: · | B: · | C: -4 | D: · | E: -2 | F: 0.0 | G: ·
[5] CC(=O)N/C(=C\c1ccccc1)C(=O)OCc1ccc(F)cc1
  A: -13 | B: 6 | C: -1 | D: 3 | E: -12 | F: -0.1 | G: ·
[6] Cc1ccc2cccc(OCC(=O)N3CCc4ccccc43)c2n1
  A: -5 | B: 6 | C: 1 | D: -7 | E: 2 | F: 11 | G: 9
[7] CC(=O)N1C(=O)CC(C)N(C(C)=O)c2ccc([N+](=O)[O-])cc21 (configuration not stated)
  A: -2 | B: 3 | C: -1 | D: 0 | E: 5 | F: -2.9 | G: -4
[8] CCCN1[C@H](C(=O)NCC(F)(F)F)[C@@H](CO)[C@@H]2Cn3c(ccc(-c4ccccc4)c3=O)[C@@H]21
  A: 1 | B: 4 | C: 92* | D: 2 | E: 6 | F: 0.1 | G: 3
[9] Cc1cccc(-c2nsc(SCC(=O)NCC3CCCO3)n2)c1 (configuration not stated)
  A: 38 | B: 3 | C: -3 | D: -3 | E: · | F: -0.2 | G: ·
[10] COC(=O)NCC(c1ccco1)N1CCN(c2ccc(F)cc2)CC1 (configuration not stated)
  A: 17 | B: -1 | C: -7 | D: · | E: · | F: · | G: ·
[11] CCC(CO)Oc1cc(NCc2cccc(C)c2)c2ncn(C(C)C)c2c1 (configuration not stated)
  A: -5 | B: 5 | C: · | D: · | E: -5 | F: -0.1 | G: -3
[12] Cc1ccc2ncccc2c1[N+](=O)[O-]
  A: 2 | B: -2 | C: -2 | D: -5 | E: · | F: -0.1 | G: ·
[13] COC(=O)C/C=C/N(Cc1ccccc1OC)S(=O)(=O)CCl
  A: 0 | B: -1 | C: 3 | D: · | E: -9 | F: -0.2 | G: 1
[14] CCNC(=O)CSc1nnc(-c2cccs2)o1
  A: 1 | B: 6 | C: -6 | D: 18* | E: · | F: · | G: ·
[15] COc1ccccc1C#Cc1ccc2c(c1)O[C@H](CN(C)Cc1cccnc1)[C@@H](C)CN([C@@H](C)CO)S2(=O)=O
  A: 11 | B: 1 | C: 0 | D: 12 | E: -2 | F: 0.9 | G: -45
[16] C=CCc1cc(S(=O)(=O)c2ccc(O)c(CC=C)c2)ccc1O
  A: 4 | B: -2 | C: -2 | D: 5 | E: 3 | F: -0.6 | G: -5
[17] O=C(N=C1c2ccccc2CN1c1cccc(Cl)c1)c1cccnc1
  A: -4 | B: 2 | C: 8 | D: -2 | E: 5 | F: · | G: ·
[18] CCN(CC)S(=O)(=O)c1ccc(N2CCOCC2)c(NC(=O)c2sccc2C)c1
  A: 1 | B: -10 | C: -13 | D: · | E: 1 | F: 0.1 | G: -4
[19] Cc1c(NC(=O)c2cccc(NC(=O)COc3ccc(C#N)cc3)c2)c(=O)n(-c2ccccc2)n1C
  A: -2 | B: 0 | C: -8 | D: 1 | E: 0 | F: · | G: 7
[20] COc1ccc(F)cc1CN1CCN(CC(=O)Nc2ccccc2C(=O)NC2CC2)CC1
  A: -1 | B: 3 | C: -1 | D: -3 | E: -3 | F: -1.2 | G: -8
[21] O=C1C=C(c2ccc(Cl)c(C(F)(F)F)c2)C[C@@H](c2ccc(Cl)cc2)C1
  A: -2 | B: 3 | C: ? | D: 0 | E: 1 | F: · | G: -2
[22] N#Cc1c(SCC(=O)Nc2nc3ccccc3s2)sc2c(O)cc(=O)[nH]c12
  A: 16 | B: 1 | C: 7 | D: 12 | E: 3 | F: 1.0 | G: 14
[23] C/C=C/c1ccc([C@@H]2[C@@H](CO)N3C(=O)CN(C(=O)c4ccncc4)C[C@@H]23)cc1
  A: -3 | B: 0 | C: 17 | D: -1 | E: · | F: 0.0 | G: ·
[24] Cc1ccc2nc(-c3ccc(F)cc3)c(Cc3ccccn3)n2c1
  A: -1 | B: -4 | C: 0 | D: -7 | E: -1 | F: -1.6 | G: 0
[25] C[C@@H]1CN([C@H](C)CO)C(=O)CCCn2nncc2CO[C@H]1CN(C)Cc1ccccc1C(F)(F)F
  A: -3&1 | B: 3&7 | C: 0&-1 | D: 0&-2 | E: -2&-1 | F: 3.2&-0.2 | G: 2&24&20
[26] COc1ccc(NC(=O)Nc2ccc3c(c2)C(=O)N([C@@H](C)CO)C[C@@H](C)[C@H](CN(C)S(=O)(=O)c2cccs2)O3)cc1
  A: 1 | B: 12 | C: -4 | D: 4 | E: -2 | F: -2.3 | G: ·
[27] C[C@@H]1CN([C@@H](C)CO)C(=O)Cc2cc(NC(=O)CCN3CCOCC3)ccc2O[C@@H]1CN(C)C(=O)Nc1ccccc1
  A: · | B: · | C: · | D: · | E: 0 | F: -0.1 | G: 7
[28] COc1cc([N+](=O)[O-])ccc1NC(=O)CC1SC(=Nc2ccc(F)cc2)N(CCC2=CCCCC2)C1=O (configuration not stated)
  A: -1 | B: -11 | C: -6 | D: -4 | E: · | F: · | G: ·
[29] COc1cc(CN(C)Cc2cc(=O)n3ccsc3n2)ccc1OC(F)F
  A: 8 | B: 6 | C: -8 | D: -3 | E: · | F: 7.5 | G: ·
[30] Cc1cccc(-c2nc3ccc(C(=O)NCCN4CCN(C)CC4)cc3nc2-c2cccc(C)c2)c1
  A: 8 | B: -3 | C: 1 | D: -11 | E: 1 | F: · | G: -29
[31] CNC[C@H]1OCCCC[C@H](C)Oc2ccc(NC(=O)Nc3ccc(OC)cc3)cc2C(=O)N([C@H](C)CO)C[C@@H]1C
  A: -6 | B: -1 | C: ? | D: 3 | E: 6 | F: 0.0 | G: -12
[32] COC(=O)[C@H]1[C@H](CO)[C@H]2Cn3c(ccc(-c4cccc(F)c4)c3=O)[C@H]2N1S(C)(=O)=O
  A: -4 | B: 2 | C: -13 | D: -19 | E: -4 | F: 0.1 | G: -11
[33] CCc1cccc(CC)c1NC(=O)C1CCN(C(=O)c2ccco2)CC1
  A: 4 | B: -7 | C: 4 | D: 0 | E: -5 | F: · | G: 23
[34] Cc1ccc(S(=O)(=O)N[C@H]2CC[C@@H](CC(=O)NCc3ccncn3)O[C@@H]2CO)cc1
  A: -27 | B: 0 | C: -14 | D: -5 | E: 1 | F: 0.8 | G: 10
[35] COC(=O)C1=C(C(=O)OC)[C@@H]2N(C)c3ccccc3[C@@]23C[C@@H](CO)N(C(=O)NCCBr)C3=N1
  A: 8 | B: -3 | C: -1 | D: -3 | E: -3 | F: -0.3 | G: -7
[36] CC1CCCN(S(=O)(=O)c2ccc(NC(=O)CN3CCCCC3)cc2)C1 (configuration not stated)
  A: 4 | B: -1 | C: ? | D: -2 | E: -5 | F: · | G: -4
[37] CCCOc1ccc(C(=O)NCCN2CCOCC2)cc1
  A: -2 | B: 3 | C: 3 | D: -2 | E: -3 | F: · | G: -3
[38] Cc1ccc(S(=O)(=O)NC(C)(C)CSc2ncccn2)cc1
  A: -16 | B: 2 | C: -3 | D: -3 | E: · | F: -0.7 | G: ·
[39] O=C(C[C@@H]1CC[C@H](NC(=O)c2ccc3c(c2)OCO3)[C@H](CO)O1)NC1Cc2ccccc2C1
  A: 13 | B: 0 | C: 0 | D: -1 | E: -1 | F: -0.3 | G: -15
[40] Fc1ccc(-c2nnc(N3CCOCC3)c3ccccc23)cc1F
  A: -5 | B: 6 | C: -4 | D: -4 | E: · | F: 0.0 | G: -3
[41] C[C@H]1CN([C@@H](C)CO)C(=O)c2cc(Br)cnc2O[C@@H]1CN(C)C(=O)c1cccnc1
  A: 0 | B: -14 | C: 26 | D: 11 | E: 0 | F: -0.1 | G: ·
[42] CCCNC(=O)C[C@H]1CC[C@@H]2[C@H](COc3ccc(NC(=O)Cc4cccs4)cc3C(=O)N2C)O1
  A: · | B: · | C: 8 | D: · | E: -2 | F: 0.1 | G: 6
[43] CN(Cc1cnccn1)C(=O)CC1C(=O)NCCN1Cc1ccc(F)cc1Cl (configuration not stated)
  A: 0 | B: 7 | C: · | D: 0 | E: -2 | F: 0.1 | G: 0
[44] C[C@H]1CN([C@@H](C)CO)C(=O)Cc2cc(NS(=O)(=O)c3ccc(Cl)cc3)ccc2O[C@@H]1CN(C)Cc1ccncc1
  A: -15 | B: -1 | C: -3 | D: 4 | E: 1 | F: -14 | G: -13
[45] CO[C@@H]1CN(C)C(=O)c2cc(NC(=O)C3CCCC3)ccc2OC[C@H](C)N(CC2CC2)C[C@@H]1C
  A: 3 | B: 0 | C: 3 | D: -3 | E: 2 | F: 0.0 | G: 13
[46] O=C(NCCN1C(=O)S/C(=C\c2ccccc2F)C1=O)C1=COCCO1
  A: 2 | B: 0 | C: 9 | D: -2 | E: · | F: · | G: ·
[47] O=C(Nc1ccc(S(=O)(=O)NC2=NCCCCC2)cc1)c1cccs1
  A: 1 | B: -7 | C: 65* | D: 5 | E: 1 | F: -0.2 | G: 33
[48] CCCNc1ncnc2nc[nH]c12
  A: 4 | B: 3 | C: -2 | D: · | E: 0 | F: 1.1 | G: -3
[49] O=C(CC1C(=O)NCCN1Cc1ccc(-c2ccccc2)cc1)NC1CCC1 (configuration not stated)
  A: 4 | B: -2 | C: 6 | D: -4 | E: · | F: 0.1 | G: ·
[50] CO[C@@H]1CN(C)C(=O)c2ccc(NC(=O)c3cnccn3)cc2OC[C@@H](C)N(C(C)=O)C[C@H]1C
  A: 2 | B: -1 | C: -1 | D: -18 | E: 1 | F: -0.2 | G: -3

(listing goes on)
Assay codes: A = S100A4 MyoIIA; B = ERp5 block; C = DENV2 CPE; D = SIRT5 block; E = PglD inh; F = E-sel inducer; G = C2C12 statin
[51] Cn1c(NCc2ccccc2F)nc2cc(-c3ccccc3)sc2c1=O
  A: 3 | B: -2 | C: -2 | D: -1 | E: 3 | F: -0.2 | G: -8
[52] CCN1[C@@H]2c3ccc(-c4cccc(OC)c4)c(=O)n3C[C@@H]2[C@@H](CO)[C@@H]1C(=O)N(C)C
  A: 9 | B: 4 | C: 6 | D: -3 | E: 2 | F: 0.4 | G: 7
[53] CCN(CC)C(=O)Cn1c(=O)n(CCCCCC(=O)Nc2ccccc2)c(=O)c2sccc21
  A: 4 | B: 3 | C: 3 | D: -1 | E: · | F: · | G: ·
[54] Cc1ccc(-c2ccc([C@H]3[C@H]4CN(S(=O)(=O)c5cccc(F)c5)CC(=O)N4[C@H]3CO)cc2)cc1
  A: 12 | B: 5 | C: 1 | D: 10 | E: · | F: -0.3 | G: ·
[55] O=C(C[C@@H]1C=C[C@@H](NC(=O)Nc2ccc(C(F)(F)F)cc2)[C@@H](CO)O1)NCCN1CCCC1
  A: 17 | B: 0 | C: -7 | D: 1 | E: -2 | F: -0.3 | G: 13
[56] CCOC(=O)C1=NN(c2ccccc2)C(=O)C1
  A: 16 | B: 0 | C: 5 | D: -6 | E: · | F: -0.8 | G: ·

Bioassay records from PubChem BioAssay.
